# GLP1R ag = qHTS of GLP-1 Receptor Agonists | hit rate 0.007% among 380,000 | AID 624172, 2012 | HEK293 GLP-1R CRE-luciferase, luminescence, 4-6 h; cells express a hypersensitive GLP-1R form | Potency, µM (doses to about 45.6 µM), inactives show at the top dose activation, hits mostly activators; also: potency is read from the fitted curve at half-maximal effect; % of control where 0% means no effect
# GLP1R cytotox = qHTS of GLP-1 Receptor Inverse Agonists: Cytotox Screen. Potency, µM (top dose mostly 38.3 µM), for the others: at the highest dose activity change, negative = inhibition, actives largely listed as inhibitors. hit rate 0.13% among 410,000. AID 624418, 2012. HEK293 cAMP-luciferase reporter cells, luminescence, 24 h;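 also: loss of luciferase light is scored as toxicity; potency is read from the fitted curve at half-maximal effect; % is scaled to controls: 0 for no effect and ±100 for the full control effect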
#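 A 23 nL compound transfer followed 12 hours of cell culture at 37 deg C; exposure then lasted 24 hr. Luciferase assay detection reagent was dispensed and plates read for luminescence after a 12 min room-temperature wait.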
# EPAC1 antagonist = qHTS for Antagonist of cAMP-regulated guanine nucleotide exchange factor 3 (EPAC1): primary screen | Rap guanine nucleotide exchange factor 3 (Homo sapiens), O95398 | EPAC1 GEF assay, Rap1b-BODIPY-GDP exchange fluorescence | Potency, µM (top dose mostly 115 µM), without a hit: at the top dose activity change, negative = inhibition, usual class: inhibitors | hit rate 0.14% among 360,000 | AID 720709, 2013;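 also: potency is read from the fitted curve at half-maximal effect; plate controls were vehicle for no effect and positive control for full effect; nearly all actives have a fitted effect of over 50% in size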
# Target sequence (O95398 whole entry, looked up): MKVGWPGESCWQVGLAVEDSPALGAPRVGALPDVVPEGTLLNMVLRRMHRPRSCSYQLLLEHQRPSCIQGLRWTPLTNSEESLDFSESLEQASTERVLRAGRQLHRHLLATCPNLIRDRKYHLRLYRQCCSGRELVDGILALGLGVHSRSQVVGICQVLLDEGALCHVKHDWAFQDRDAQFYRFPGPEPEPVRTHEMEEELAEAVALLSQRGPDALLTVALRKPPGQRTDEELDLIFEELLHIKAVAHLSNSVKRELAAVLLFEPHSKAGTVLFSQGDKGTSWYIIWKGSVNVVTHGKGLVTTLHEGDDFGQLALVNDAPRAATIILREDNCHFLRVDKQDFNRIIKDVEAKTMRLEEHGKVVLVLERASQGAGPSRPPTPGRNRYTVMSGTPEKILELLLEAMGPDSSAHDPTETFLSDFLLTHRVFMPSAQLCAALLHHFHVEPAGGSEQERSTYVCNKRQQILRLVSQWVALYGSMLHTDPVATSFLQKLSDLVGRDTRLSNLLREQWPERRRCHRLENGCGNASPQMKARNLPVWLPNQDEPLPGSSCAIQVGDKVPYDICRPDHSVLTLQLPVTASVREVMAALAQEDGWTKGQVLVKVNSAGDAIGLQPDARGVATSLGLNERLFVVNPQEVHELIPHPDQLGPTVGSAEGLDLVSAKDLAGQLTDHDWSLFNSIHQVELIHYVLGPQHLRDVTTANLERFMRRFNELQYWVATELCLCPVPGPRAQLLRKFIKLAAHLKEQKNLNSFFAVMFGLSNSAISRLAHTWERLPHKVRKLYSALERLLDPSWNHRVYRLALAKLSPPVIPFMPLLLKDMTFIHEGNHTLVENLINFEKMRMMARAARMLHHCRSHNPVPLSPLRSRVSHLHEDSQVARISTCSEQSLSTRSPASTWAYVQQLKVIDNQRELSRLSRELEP
# PLK1 PBD block = qHTS for Inhibitors of PLK1-PDB (polo-like kinase 1 - polo-box domain): Primary Screen; Plk1 PBD binding of FITC phosphopeptide, fluorescence polarization; hit rate 2.8% among 360,000; Serine/threonine-protein kinase PLK1 (Homo sapiens), P53350; Potency, µM, without a hit: max response, negative = inhibition, hits mostly inhibitors; also: potency is read from the fitted curve at half-maximal effect; series mostly up to about 57 µM; % is scaled to controls: 0 for no effect and ±100 for the full control effect; nearly all actives have a fitted effect of over 65% in size
# PTHR1 agonist = qHTS for PTHR1 Agonists: Primary Screen; Potency, µM (highest dose often 115 µM), inactives show at the highest dose activation, usual class: activators; Parathyroid hormone/parathyroid hormone-related peptide receptor (Homo sapiens), Q03431; HEK293 GP2 PTHR1 cells, GloSensor cAMP luminescence, 1 h; hit rate 0.075% among 410,000; also: potency is read from the fitted curve at half-maximal effect; nearly all actives have a fitted effect of over 55% in size; some results filed as inactive show a strong effect at the top dose; inactives centre near -15; many of its hits are not listed in these tables
#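 HEK-293-derived GP2 cells expressing PTHR1 and a GloSensor cAMP reporter, 3,000/well, plated overnight, given luciferin plus IBMX (each 0.5 mM as added) for 1 h at 37 °C, then compound for 1 h at 37 °C. Luminescence was read after 15 min at room temperature.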
# PI5P4Ka inh = qHTS for Inhibitors of phosphatidylinositol 5-phosphate 4-kinase (PI5P4K); Phosphatidylinositol 5-phosphate 4-kinase type-2 alpha (Homo sapiens), P48426; PI5P4Kalpha enzyme, ADP-Glo luminescence, 60 min; active compounds read low; max response, %; hit rate 1.2% among 330,000; active = max response of -50% or lower; inconclusive = between -30% and -50%; inactive = -30% or higher; also: value at the top dose of about 77 µM; % is scaled to controls: 0 for no effect and ±100 for the full control effect
#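 Luminescence from ADP-Glo served as readout of PI5P4Kalpha activity in a qHTS format. Reaction: enzyme, substrate, compound, ATP at 5 microM final, 60 min at RT.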
# GLP1R inv ag = qHTS of GLP-1 Receptor Inverse Agonists (Inhibition Mode) | Glucagon-like peptide 1 receptor (Homo sapiens), P43220 | HEK293 GLP-1R CRE-luciferase, luminescence, 24 h; GLP-1R form is constitutively active | Potency, µM (titrated, usually from 38.3 µM), for inactives: at the top dose activity change, negative = inhibition, most hits filed as inhibitors | hit rate 1.6% among 410,000 | AID 624417, 2012; also: potency is read from the fitted curve at half-maximal effect; % is scaled to controls: 0 for no effect and ±100 for the full control effect; nearly all actives have a fitted effect of over 55% in size
#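 GLP-1R inverse agonism mode: basal reporter luminescence in engineered HEK293 cells measured after one day of compound exposure at 37 deg C, with a 12 min room-temperature detection step.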
# EPAC1 ag = qHTS for Agonist of cAMP-regulated guanine nucleotide exchange factor 3 (EPAC1): primary screen | EPAC1 agonist qHTS, biochemical assay; response scale: 100% = response to 6.5 mM cAMP | AID 720707, 2013 | hit rate 0.073% among 360,000 | Rap guanine nucleotide exchange factor 3 (Homo sapiens), O95398 | Potency, µM (doses to about 154 µM), inactives show at the top dose activation, usual class: activators; also: potency is read from the fitted curve at half-maximal effect; nearly all actives have a fitted effect of over 60% in size
#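 Compounds were pinned as a concentration titration into mixtures of EPAC1 (100 nM), BODIPY-GDP-loaded Rap1B (250 nM) and GDP (50 uM). After 5 min at room temperature, fluorescence was followed for 30 min; activity was scaled to 6.5 mM cAMP.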
# IL-2 act = qHTS of IL-2 Activators. activation, % (series mostly up to about 46 µM). IL-2 activation reporter assay, cell-based qHTS; stimulated with anti-CD3/CD4/CD28 beads; in transgenic mouse T cells. hit rate 0.065% among 360,000; in the data active = activation above about 50%; inconclusive = mostly about 30% to 49%; also: 0% is about no effect
#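 Unstimulated transgenic mouse T cells preincubated 60 min with compound, then stimulated with anti-CD3/anti-CD4-coated beads plus anti-CD28 for 18 h at 37 degrees C. IL-2 response read as EGFP and DsRed fluorescence by plate cytometry.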
# Numbers without * were called inactive; i = inactive; ? = inconclusive; nt = not tested or not shown; [ ] = another dose, or the depositor's remark. Unless noted, calls follow the shape of the dose curve; as a rule, active = well fitted curve in the direction sought with a large enough effect; inconclusive = small, poorly fitted or top-dose-only effect, or another doubt; inactive = no such curve, though single readings can be large; an effect the other way counts as inactive or inconclusive. Not all compounds are listed. The share of hits here may be higher or lower than overall.
mol | GLP1R ag | GLP1R cytotox | EPAC1 antagonist | PLK1 PBD block | PTHR1 agonist | PI5P4Ka inh | GLP1R inv ag | EPAC1 ag | IL-2 act
Cc1cc(-c2ccc(/C=N/n3cnnc3)o2)c(C)c([N+](=O)[O-])c1 | -1% | -3% | -9% | -15% | 0% | 2 | 1% | 13% | -3.4
COc1ccc(C(=O)Nc2c(C(=O)c3ccccc3)oc3ccccc23)cc1 | 7% | 19% | nt | nt | i | nt | 2% | nt | nt
CCOC(=O)c1c(NC(=S)Nc2ccc(OCC)cc2)sc2c1CCN(C)C2 | 8% | -3% | -3% | ? | i | -17 | -12% | 0% | 2.9
Cn1nnc2cc(C(=O)Nc3ccc(Cl)cc3)ccc21 | -4% | 4% | -11% | -12% | -19% | 0 | 17% | -9% | -0.1
CCOc1[nH]n(-c2ccccc2)c(=O)c1C=Nc1ccc(F)cc1F | -1% | 0% | -13% | 1% | i | 1 | 23% | 1% | -1.5
O=C(COC(=O)/C=C/c1cc(Br)ccc1F)Nc1ccc2[nH]c(=O)[nH]c2c1 | 11% | -9% | 0% | 5% | i | -16 | 4% | -2% | 0.5
COc1ccccc1NC(=O)N(CCN(C)C)Cc1cc2cc(C)ccc2[nH]c1=O | 0% | -12% | -4% | -5% | -11%[57.5 µM] | -10 | ? | 0% | -0.3
Cc1ccc(-c2nc(CS(=O)(=O)CC(=O)NCCN3CCOCC3)c(C)o2)cc1 | -1% | -12% | 3% | -2% | -32%[inhibitor] | -1 | -12% | 2% | -0.3
Cc1ccc(CNCC(O)(c2ccccc2)c2ccc(Cl)cc2)cc1 (configuration not stated) | 0% | ? | -13% | -11% | -48%[inhibitor] | 4 | ? | -10% | -3.6
O=C(NCCC(=O)N1CCCC1)c1ccccc1Cl | 3% | -6% | 9% | -11% | i | -7 | 9% | 9% | -4.4
COc1ccc(CC(=O)OCC(=O)NC2CCCC(C)C2C)cc1OC (configuration not stated) | -3% | 4% | 4% | 4% | -2% | -5 | -9% | -4% | -1.7
O=C1CC(SC(=NCc2ccc3c(c2)OCO3)Nc2ccccc2)C(=O)N1 (configuration not stated) | 30% | 6% | 0% | -7% | -10%[57.5 µM] | 8 | ? | 5% | 0.2
O=[N+]([O-])c1ccc(S(=O)(=O)NCCN2CCOCC2)cc1 | 0% | 17% | -8% | -8% | -2% | 1 | 21% | 3% | 1.0
CC(=O)Nc1nc(S(=O)(=O)c2ccc(C)cc2)c(Cl)s1 | 9% | 2% | 2% | -16% | -14% | -1 | -18% | 0% | -1.5
Cc1nonc1NC(=O)CSc1nc(C23CC4CC(CC(C4)C2)C3)nc2ccccc12 | 7% | 21% | -8% | -9% | -32%[inhibitor] | 2 | ? | 8% | 0.5
CC(C)(C)c1ccc(/C=C2\CCn3c2nc2cc(C(=O)O)ccc2c3=O)cc1 | 3% | 18% | -30% | -15% | 0% | -3 | 11% | -3% | -0.2
COc1ccc(CNC(=O)CSc2nnc(-c3cccnc3)n2N)cc1 | 4% | 5% | -15% | -10% | -7% | 2 | 4% | 1% | 4.2
Cn1cc(S(=O)(=O)N2CCc3ccccc32)cc1C(=O)Nc1ccc(Cl)cc1 | -3% | -8% | -27% | -10% | i | 2 | ? | -6% | -3.0
C[C@]12c3[nH]c4ccccc4c3CCN1C(=O)C(CC(=O)NCCc1ccccn1)C[C@@H]2C(=O)N1CCCCC1 (some centres not stated) | 1% | -9% | 14% | -1% | i | -2 | 15% | -24% | 0.1
Cc1[nH]n2c(=O)c3c(nc2c1-c1ccc(Cl)cc1)CCC3 | -19% | 3% | -12% | -21% | i | -11 | 1% | 0% | 0.0
Cc1ccc(OCC(=O)N/N=C\c2ccc(O)c([N+](=O)[O-])c2)c([N+](=O)[O-])c1 | 3% | -28% | -14% | -18% | i | ? | -7% | 10% | -0.1
Cc1cccc(S(=O)(=O)N2CCC(CO)(Cc3ccccc3)CC2)c1 | 8% | 5% | ? | -5% | -4% | 9 | ? | 6% | -2.4
COc1ccc(CNC(=O)C(C)N=C2NS(=O)(=O)c3ccccc32)cc1OC (configuration not stated) | -3% | 2% | 1% | -5% | i | 0 | 0% | -5% | -2.4
COCCCNC(=O)C[C@@H]1C[C@@]2(C(=O)OC)CCCCC=C2N(Cc2cccc3ccccc23)C1=O | -2% | -9% | ? | -11% | i | -1 | -13% | -1% | -0.6
Cc1ccc(OCCC(=O)OCC(=O)c2c(N)n(CC(C)C)c(=O)n(C)c2=O)cc1 | 7% | 2% | -12% | 3% | -40%[inhibitor] | 1 | ? | 0% | -0.7
COc1ccc(-c2oc3cc(OC)c(O)c(OC)c3c(=O)c2OC)cc1O | 22% | -24% | -2% | 7% | -16% | -4 | -23% | -16% | -0.1
COc1cccc(C2=N/C(=C\N(C)C)C(=O)O2)c1 | 1% | -6% | -10% | 17µM* | i | -29 | 18% | -1% | -0.6
Nc1c(C(=O)NCCN2CCOCC2)c2nc3ccccc3nc2n1CCc1ccccc1F | -3% | 195%[activator] | -5% | 0% | -7%[57.5 µM] | nt | ? | 0% | -0.7
O=C(CSc1nnc(Cc2ccccc2)n1-c1ccc(F)cc1)N1CCOCC1 | -6% | 6% | 11% | -5% | i | nt | 13% | -4% | -2.0
O=C(Nc1ccc2c(c1)C(=O)NC2=O)c1ccc2ncsc2c1 | 15% | 6% | -2% | -3% | i | 4 | 27% | -3% | -4.4

# Ordered by the number under PI5P4Ka inh (smallest number first): 3 from the list above
Compound	PI5P4Ka inh
COc1cccc(C2=N/C(=C\N(C)C)C(=O)O2)c1	-29
COc1ccc(-c2oc3cc(OC)c(O)c(OC)c3c(=O)c2OC)cc1O	-4
Cc1ccc(-c2nc(CS(=O)(=O)CC(=O)NCCN3CCOCC3)c(C)o2)cc1	-1

# Carrying on:
mol | GLP1R ag | GLP1R cytotox | EPAC1 antagonist | PLK1 PBD block | PTHR1 agonist | PI5P4Ka inh | GLP1R inv ag | EPAC1 ag | IL-2 act
COc1c2ccoc2c(OCC=C(C)C)c2oc(=O)ccc12 | 15% | -11% | 0% | -4% | -24% | -2 | -6% | -3% | -0.3
CC(=O)N1c2ccc(S(=O)(=O)NCCc3ccc(Cl)cc3)cc2CC1C (configuration not stated) | 19% | 2% | -25% | -2% | -15% | -4 | ? | 7% | 2.5
O=C(C(=O)N1CCN(c2ccccc2F)CC1)c1cn(CC(=O)N2CCOCC2)c2ccccc12 | 3% | -2% | -25% | 24µM* | i | -9 | -10% | -10% | -1.8
Cc1cc(C)c2c(C)c(C(=O)NCc3ccncc3)oc2c1 | -6% | -2% | 0% | -3% | -8%[57.5 µM] | nt | -12% | 0% | -1.9
COC(=O)c1cc(=O)n(Cc2ccc(OC)c(OC)c2)c(=Nc2ccc(F)cc2)s1 | -5% | 2% | -15% | -8% | -51%[inhibitor] | 0 | ? | 8% | -4.3
C[C@H]1CN([C@@H](C)CO)C(=O)CCCn2cc(nn2)CO[C@@H]1CN(C)C(=O)Nc1ccc2c(c1)OCCO2 | -1% | 2% | -13% | -27% | -16% | -5 | 22% | -15% | -3.9
O=C(COC(=O)/C=C/c1cccc(Cl)c1)NCCc1ccc(Cl)cc1Cl | 5% | 0% | -18% | -10% | i | -2 | -5% | 6% | -1.3
CCOc1ccc(NC(=O)C2CCCN(C)C2)cc1 (configuration not stated) | 4% | 3% | -1% | 2% | i | -3 | 0% | -14% | -0.9
CS(=O)(=O)N1N=C(c2ccco2)CC1c1ccccc1 (configuration not stated) | -4% | 9% | 10% | -11% | -1% | -15 | 9% | -2% | 0.4
Cc1ccc(N(CCC#N)C(=O)CSc2nc3ccccc3c(=O)[nH]2)cc1 | -7% | 4% | 16% | -7% | i | 0 | 10% | -14% | 0.5
CCOC(=O)Nc1ccccc1N1C(=O)c2ccccc2C1=O | 4% | 4% | -12% | ? | i | 0 | 6% | 0% | -1.2
COc1ccccc1CNC(=S)Nc1ccc(S(N)(=O)=O)cc1 | -1% | -5% | -6% | 21µM* | -27% | -1 | 1% | -1% | -0.2
CCCCCn1c(=O)[nH]c2cc(C(=O)NCc3ccc(OC)cc3)ccc2c1=O | 1% | 0% | nt | nt | i | nt | 37%[activator] | nt | nt
CCOC(=O)C1CC2CC(C1)CN(C(=O)C1CCCCC1)C2 (configuration not stated) | 4% | 0% | -5% | -1% | -24% | 2 | 0% | -5% | 0.8
Cc1ccccc1NC(=O)C1CCCN(C(=O)NCc2ccccc2)C1 (configuration not stated) | 1% | -11% | 7% | -2% | i | 5 | -18% | -1% | -4.0
COc1cccc(NC(=O)/C=C/c2ccc(S(=O)(=O)N3CCOCC3)cc2)c1 | -5% | -22% | ? | -6% | -33%[inhibitor] | 6 | ? | 13% | -0.4

# Molecules listed so far with an aryl thioether with sulfur outside any ring (4):
mol | GLP1R ag | GLP1R cytotox | EPAC1 antagonist | PLK1 PBD block | PTHR1 agonist | PI5P4Ka inh | GLP1R inv ag | EPAC1 ag | IL-2 act
Cc1nonc1NC(=O)CSc1nc(C23CC4CC(CC(C4)C2)C3)nc2ccccc12 | 7% | 21% | -8% | -9% | -32%[inhibitor] | 2 | ? | 8% | 0.5
COc1ccc(CNC(=O)CSc2nnc(-c3cccnc3)n2N)cc1 | 4% | 5% | -15% | -10% | -7% | 2 | 4% | 1% | 4.2
O=C(CSc1nnc(Cc2ccccc2)n1-c1ccc(F)cc1)N1CCOCC1 | -6% | 6% | 11% | -5% | i | nt | 13% | -4% | -2.0
Cc1ccc(N(CCC#N)C(=O)CSc2nc3ccccc3c(=O)[nH]2)cc1 | -7% | 4% | 16% | -7% | i | 0 | 10% | -14% | 0.5
